# NS5 inhibitors: Dengue-2 NS5 methyltransferase inhibitors, primary screen, biochemical, confirmation dose response (AID 588689); Genome polyprotein (Dengue virus type 2 (strain 16681-PDK53)); Dengue-2 NS5 methyltransferase capping enzyme assay, biochemical; higher % means a stronger effect; inhibition, % at 25 µM; hits with a dose series show IC50 in µM; 340,000 tested, 0.3% active; in the data active = a potency from the dose series; inconclusive = inhibition above about 29% without an active follow-up result
# RSV antiviral HEp-2: RSV antiviral activity via CPE protection, HEp-2 cells, primary 10 µM value included (AID 2391). 310,000 tested, 0.13% active. HEp-2 cells, RSV-induced CPE inhibition; higher % means a stronger effect. CPE inhibition, % at 10 µM, or IC50 in µM where a hit was titrated; in the data active = a potency from the dose series; inconclusive = CPE inhibition mostly from about 23% at the one dose, without a potency; inactive = the rest, 99 in 100 with CPE inhibition below about 21%; note: strong numbers were not always called active
# AID2073: inhibitors of Mint1-CaV2.2 protein interaction, biochemical, HTRF (AID 2073); HTRF protein-protein interaction, Mint1-CaV2.2; higher % means a stronger effect; inhibition, % at 20 µM; hits with a dose series show IC50 in µM; 290,000 tested, 0.19% active; in the data active = inhibition mostly above about 51%, no sharp cut-off; inconclusive = no clear call, values can overlap the other calls; inactive = mostly below about 53%; note: some results filed as inactive read as strong as hits
# Siah-1 displacement: Siah-1 peptide-binding antagonists, primary screen, biochemical, fluorescence polarization, rhodamine-plectin, uHTS (AID 1817); E3 ubiquitin-protein ligase SIAH1 (Homo sapiens); displacement, % at 20 µM; hits with a dose series show IC50 in µM; Siah-1 / rhodamine-plectin peptide fluorescence polarization; higher % means a stronger effect; 290,000 tested, 0.02% active;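 active = displacement of at least 50% at 20 µM, with a fluorescence ratio check between 0.3 and a set limit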;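 note: plate controls were Siah plus tracer with DMSO for no effect and tracer alone without Siah for full effect; strong numbers were not always called active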
# K1F lysis inhibition: inhibition of K1F phage lysis, E. coli UTI89, bacterial capsule biogenesis inhibitors, alamar blue (AID 488966). E. coli UTI89 K1F phage lysis, alamar blue, 2 h; higher % means a stronger effect. inhibition, % at 100 µM, or IC50 in µM where a hit was titrated. 340,000 tested, 0.02% active;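 active = phage lysis inhibition, versus mean bacterial control, above a set limit; inconclusive = no clear call, values can overlap the other calls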;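 note: capsule biogenesis inhibitors block K1F phage lysis so surviving cells raise fluorescence; higher fluorescence means more inhibition of phage lysis; actives were called in the ten point dose series up to 300 µM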
# NTR1 agonist: agonists of NTR1, primary screen, imaging, U2OS cells, beta-arrestin-GFP, high content (AID 493036). Neurotensin receptor type 1 (Homo sapiens), P30989. 330,000 tested, 0.17% active. activation, % at 20 µM. NTR1-U2OS beta-arrestin-GFP spot imaging, agonist mode;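 active = activation at or above 40% of the spot to cytoplasm intensity ratio, with at least 20 cells analyzed; inconclusive = wells under 20 cells, flagged as cytotoxic or low count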;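 note: 0% = DMSO without peptide and 100% = 100 nM NTR1 peptide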
# Target sequence (P30989 whole entry, looked up): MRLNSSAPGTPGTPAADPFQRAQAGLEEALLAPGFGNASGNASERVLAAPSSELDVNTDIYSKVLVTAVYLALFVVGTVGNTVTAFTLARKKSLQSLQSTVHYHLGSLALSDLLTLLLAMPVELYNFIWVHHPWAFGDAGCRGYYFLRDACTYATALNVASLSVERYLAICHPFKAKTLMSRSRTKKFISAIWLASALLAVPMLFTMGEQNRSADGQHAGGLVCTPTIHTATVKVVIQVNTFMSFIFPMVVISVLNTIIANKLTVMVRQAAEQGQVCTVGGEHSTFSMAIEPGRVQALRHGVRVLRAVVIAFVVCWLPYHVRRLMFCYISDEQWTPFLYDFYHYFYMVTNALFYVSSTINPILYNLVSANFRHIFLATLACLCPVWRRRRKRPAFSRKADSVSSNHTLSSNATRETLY
# SV40 large T antigen: SV40 large T antigen inhibitors, biochemical (AID 1903) | SV40 large T antigen ATPase/helicase inhibition assay; higher % means a stronger effect | inhibition, % at 20 µM; hits with a dose series show IC50 in µM | 310,000 tested, 0.39% active; in the data active = a potency from the dose series; inconclusive = inhibition mostly from about 32% at the one dose, without a potency; inactive = the rest, 99 in 100 with inhibition below about 32%; note: strong numbers were not always called active
# West Nile antiviral: West Nile virus antiviral activity, cell-based, CPE readout (AID 1621); West Nile virus-infected cells, CPE inhibition; higher % means a stronger effect; CPE inhibition, % at 10 µM, or IC50 in µM where a hit was titrated; 290,000 tested, 0.02% active; in the data active = a potency from the dose series; inconclusive = CPE inhibition mostly from about 3.7% at the one dose, without a potency; inactive = the rest, 99 in 100 with CPE inhibition below about 2.2%; note: strong numbers were not always called active
# Rac1 GTP hydrolysis: MgcRacGAP GTPase-activating activity inhibitors, confirmation, biochemical, ADP Hunter fluorescence. inhibition, % at 30 µM; hits with a dose series show IC50 in µM. MgcRacGAP-stimulated Rac1 GTP hydrolysis, ADP Hunter fluorescence; higher % means a stronger effect; GST-tagged Rac1 F28L mutant substrate. Rac GTPase-activating protein 1 (Homo sapiens). 340,000 tested, 0.6% active;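 active = first-screen hits whose inhibition reached a set limit at any dose in the follow-up dose series; inconclusive = inhibition above the set first-screen limit but never retested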;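 note: fluorescence reports GDP produced by GAP-driven GTP hydrolysis; strong numbers were not always called active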
# NTR1 agonist cell count 20 µM: also measured in NTR1 agonist; calls as there; cell count; measured here: cell count, cytotoxicity flag
# NS5 inhibitors pilot replicate: second read-out of NS5 inhibitors, no call of its own (marks repeat the call); inhibition, %; measured here: pilot screen replicate inhibition
# Numbers without * were called inactive; ? = inconclusive; / = not tested or not shown; [ ] = another dose, or the depositor's remark.
SMILES,NS5 inhibitors,RSV antiviral HEp-2,AID2073,Siah-1 displacement,K1F lysis inhibition,NTR1 agonist,NTR1 agonist cell count 20 µM,SV40 large T antigen,West Nile antiviral,Rac1 GTP hydrolysis,others
O=S(=O)(Nc1nccs1)c1ccc(NCc2cc(Br)cc(Br)c2O)cc1,23%,2.5%,6%,-4%,-0.4%,0.4,65,17%,0.7%,3%,
Cc1ccc(C)c(OCCC(=O)OC(C)C(=O)Nc2c(C)n(C)n(-c3ccccc3)c2=O)c1 (stereo unspecified),1%,-0.2%,/,/,0.9%[50 µM],0.8,64,4%,/,2%,
O=c1ccc(-c2ccc(S(=O)(=O)Nc3ccc(F)cc3)s2)n[nH]1,0%,-1.5%,9%,-1%,-7.0%,1.0,47,11%,0.3%,4%,
CN(C(=O)CSc1nnc(COc2ccccc2F)n1N)C1CCCCC1,1%,-0.9%,/,/,1.6%[50 µM],1.5,69,13%,/,-1%,
Cc1ccc(NC(=O)CC2SCCNC2=O)cc1Cl (stereo unspecified),-8%,0.6%,-2%,2%,2.4%,-0.9,69,0%,-0.6%,4%,
CCOC(=O)c1[nH]c2ccc(OC)cc2c1NC(=O)CCN1CCc2ccccc2C1,-6%,1.0%,16%,0%,0.1%,-0.1,61,7%,0.1%,13%,
O=C(O)C1=C[C@@H](c2ccccc2)C[C@@H](OCc2ccc(CO)cc2)O1,0%,0.0%,17%,-1%,2.4%,-0.5,54,4%,0.3%,11%,
CCCCCC(=O)Nc1ccc(-c2nnc3n2CCCCC3)cc1,-5%,0.9%,-2%,1%,0.0%,-0.3,64,-3%,-0.2%,3%,
Cc1cc(NC(=O)CSCC(=O)Nc2ccccc2OC(F)F)no1,-6%,-1.8%,/,/,1.7%[50 µM],-0.8,55,10%,/,4%,
COc1ccc(OC)c(-c2csc(N(Cc3ccco3)C(=O)c3cccs3)n2)c1,-3%,2.5%,20%,2%,-0.1%,7.0,87,9%,-0.6%,5%,
CCOC(=O)Cc1cc(=O)n2[nH]cc(-c3ccc(Cl)cc3)c2n1,-5%,2.8%,37%,10%,-1.1%,0.6,102,-20%,2.4%,3%,
CC(C)CNC(=O)CSc1nnc(CN2CCCCCC2=O)n1-c1ccccn1,1%,0.2%,6%,4%,-0.1%,0.5,55,-4%,-0.2%,2%,
Cn1c(CNC(=O)CNC(=O)Cc2ccc(Cl)cc2)cc(=O)n(C)c1=O,-4%,2.3%,9%,1%,0.1%,0.5,67,13%,-0.1%,4%,
CCOC(=O)C1(CC2CC2)CCN(Cc2ccc(O)c(Cl)c2)CC1,/,0.3%,10%,3%,/,-0.4,48,24%,-1.4%,/,
Cn1c(SCC(=O)NCc2cccs2)nnc1-c1cccs1,-3%,1.1%,-4%,5%,0.3%,0.6,86,2%,-0.4%,29%,
CCOc1ccc(N2C(=O)C3C(c4ccccc4)=NN(c4ccccc4)C3C2=O)cc1 (stereo unspecified),-3%,2.4%,12%,-2%,0.1%,1.1,50,6%,-0.1%,4%,
CN(C(=O)c1ccccc1C(=O)OCC(=O)NCc1cccs1)C1CCCCC1,-5%,-0.4%,6%,6%,1.1%,4.7,39,>100µM*,0.5%,2%,
CCc1ccc2c(COn3nnc4ccc(S(=O)(=O)N(C)C)cc43)cc(=O)oc2c1,-5%,1.6%,10%,3%,13%,4.1,66,11%,-0.2%,1%,
CCOC(=O)C1=C(C)Nc2ncnn2C1c1c[nH]c2ccccc12 (stereo unspecified),0%,1.8%,3%,0%,3.1%,-0.1,40,2%,1.0%,2%,
CC(C)c1cc(C(=O)O)c2ccccc2n1,-4%,0.0%,3%,8%,0.1%,1.6,52,-3%,0.2%,2%,
CCOC(=O)N1CCC(NC2CCCCCCC2)CC1,5%,-1.1%,6%,-1%,1.0%,-0.1,78,11%,-0.2%,6%,
CC1CCCCC1NC(=O)CCn1c(=O)sc2ccccc21 (stereo unspecified),-4%,0.8%,5%,-3%,0.2%,0.0,81,25%,0.0%,12%,
Cc1ccc(N(C(=O)C2CCC(=O)N2)C2(C(=O)NC3CCCCC3)CCCCC2)cc1 (stereo unspecified),-4%,1.6%,10%,2%,1.2%,-1.5,96,3%,-0.6%,14%,
CNC(=O)c1sccc1Oc1ccc(F)cc1[N+](=O)[O-],/,0.4%,2%,-3%,0.4%,-0.8,44,19%,-0.8%,6%,
O=C(CN1CCC(Cc2ccccc2)CC1)NCCc1ccc(F)cc1,-1%,-1.3%,1%,7%,0.8%,-1.3,57,7%,-0.9%,6%,
CCOCc1nnc(NS(C)(=O)=O)s1,-10%,1.4%,1%,3%,2.0%,6.3,85,2%,0.0%,2%,NS5 inhibitors pilot replicate=-1.4
COc1ccc(CNC(=O)Cn2c(=O)oc3cc(S(=O)(=O)N4CCCC4)ccc32)cc1,-4%,0.3%,5%,-5%,0.3%,1.5,49,1%,0.1%,-6%,
O=C(Nc1ccccc1N1CCCC1)c1cccnc1,4%,0.5%,-1%,3%,0.3%,1.9,61,9%,2.5%,8%,
Cc1c(C(=O)O)oc2ccc(S(=O)(=O)N3CCCCC3C(=O)O)cc12 (stereo unspecified),1%,-0.2%,-1%,6%,3.7%,-1.7,68,5%,0.8%,1%,
COc1ccc(C(=S)N2CCOCC2)cc1OC(=O)c1ccccc1Cl,0%,1.4%,-15%,1%,0.2%,1.3,51,24%,0.0%,6%,
CCO[C@@H]1OC(C(=O)O)=C[C@H](C2CCCCC2)[C@H]1CCCO,-5%,1.2%,9%,-6%,0.6%,-2.7,80,11%,0.5%,0%,
Cc1cc(Cl)c2cc3ccccc3cc2n1,7%,2.6%,-5%,10%,-0.1%,3.4,60,3%,-0.4%,2%,
Cc1noc(C)c1COC(=O)c1cccc(S(=O)(=O)N2CCOCC2)c1,-1%,2.9%,/,/,0.1%[50 µM],0.9,47,9%,/,9%,
Cc1ccsc1CNC(=O)c1c(-c2ccccc2)noc1C,-1%,0.3%,-2%,2%,0.4%,1.0,59,3%,-0.6%,7%,
O=C(Nc1ccc(Cc2ccncc2)cc1)c1ccc(S(=O)(=O)N2CCOCC2)cc1,-3%,2.6%,-7%,-1%,-2.6%,0.0,69,10%,-0.4%,5%,
C=CCCN(Cc1ccccc1)S(=O)(=O)c1ccccc1Br,2%,17%,6%,0%,0.6%,-3.7,56,19%,-0.7%,6%,
COC(c1ccc(Cl)cc1)(c1ccc(Cl)cc1)C(Oc1nc(C)cc(C)n1)C(=O)O (stereo unspecified),-7%,6.5%,3%,6%,-0.5%,-0.3,57,5%,-1.1%,13%,
O=C(N/N=C/c1c(Cl)cccc1Cl)C(=O)NC1CC1,-6%,1.2%,3%,-2%,0.2%,0.7,22,4%,-0.4%,6%,
O=C(Nc1cccc(Cl)c1)N1CCSc2cc(Cl)ccc21,-3%,?,21%,-1%,0.0%,-1.3,98,32%,0.8%,16%,
O=C(NCc1ccc(Cl)cc1)NCC(F)(F)F,-1%,1.2%,0%,3%,1.3%,-0.2,40,-4%,0.4%,7%,
COc1ccc(/C=C/C(=O)OCC(=O)Nc2ccc(Cl)cn2)cc1,0%,2.8%,9%,6%,-1.1%,-1.0,39,-2%,-0.7%,5%,
Cc1ccc(S(=O)(=O)N2c3ccccc3NC(=O)C2CC(=O)Nc2ccccc2)cc1 (stereo unspecified),/,1.1%,-8%,-5%,0.0%,5.0,33,2%,-0.4%,4%,
Cc1ccc(C(=O)Nc2cc3c(oc2=O)CCCC3=O)cc1,-3%,2.6%,-5%,-2%,0.0%,2.4,76,8%,0.3%,12%,
O=C(CSc1nnc(-c2ccc(Cl)cc2Cl)n1C1CCCCC1)N1CCCC1,-12%,0.7%,-3%,3%,0.1%,0.6,58,0%,-0.3%,7%,
Cc1onc(-c2ccccc2Cl)c1-c1nc(-c2ccncc2)no1,-6%,1.3%,2%,0%,0.2%,0.5,43,33%,-0.4%,13%,
Cc1nc2ccccn2c1C(=O)NNC(=O)Nc1ccccc1,-7%,-0.1%,-11%,1%,0.0%,0.9,72,17%,-0.5%,6%,
O=C(NCc1cccnc1)c1ccc(Cn2c(=S)[nH]c3ccc(Br)cc3c2=O)cc1,-2%,-0.8%,38%,16%,0.4%,0.7,66,6%,0.1%,5%,
CC(C)CCNC(=O)C(c1ccc(O)cc1)N(Cc1cccs1)C(=O)C1COc2ccccc2O1 (stereo unspecified),-10%,3.7%,-3%,5%,4.6%,4.6,35,12%,-0.9%,2%,
COc1ccc(N2CCN(C(=O)CSc3nnc(Cn4nnc5ccccc54)n3C)CC2)cc1,-4%,0.0%,-19%,-1%,2.5%,-0.7,46,12%,-0.7%,22%,
Cn1nnnc1SCc1cccc(CSc2nnnn2C)n1,1%,0.1%,50%,-2%,2.4%,-0.9,86,9%,0.3%,8%,
COc1ccccc1Oc1ccc(S(=O)(=O)NCc2ccccn2)cc1,-5%,1.5%,-3%,-5%,8.5%,-1.5,44,3%,-0.2%,9%,
CCOC(=O)CSc1nc(C2CC2)cc(-c2ccc(F)cc2)c1C#N,-5%,1.6%,-12%,3%,0.4%,2.4,91,1%,-0.6%,10%,
COc1ccc(Nc2nnc(SCc3cc([N+](=O)[O-])cc4c3OCOC4)s2)cc1,-7%,0.6%,-14%,-4%,-9.3%,14,50,4%,0.2%,11%,
Cc1cc(C)cc(NC(=O)N2CCC(c3nc4ccccc4o3)CC2)c1,-11%,3.4%,-4%,1%,4.3%,-1.1,53,11%,-1.6%,6%,
O=C(NCC(c1cccs1)N1CCOCC1)c1cc([N+](=O)[O-])ccc1Cl (stereo unspecified),4%,2.2%,-2%,-1%,2.6%,-2.6,39,0%,-0.4%,0%,
CCOc1ccc(C(=O)N(Cc2ccc(OC)cc2)Cc2cc3cc(OC)ccc3[nH]c2=O)cc1,2%,-0.7%,14%,1%,1.1%,1.4,44,30%,0.7%,2%,
CCOC(=O)c1cnc2c(C#N)cnn2c1N,-3%,-0.4%,2%,0%,0.4%,1.0,48,22%,0.3%,10%,
Cc1cccc(N(C)S(=O)(=O)c2ccc(-c3cc(C)no3)s2)c1,-8%,5.6%,11%,-2%,0.2%,3.5,63,2%,1.1%,9%,

# Screening results: PubChem, several laboratories
